BoNT A protease – BoNT/A light chain protease inhibitors, primary screen, biochemical, flow cytometry, MLPCN library. inhibition, % at 10 µM. Botulinum neurotoxin type A light chain protease (Clostridium botulinum A str. ATCC 3502). AID 588499, 2011. hit rate 0.17% among 360,000. multiplex microsphere protease substrate cleavage; also: plate controls were buffer without enzyme for full effect and enzyme alone for no effect
DUSP3 inh – VHR1 phosphatase inhibitors, primary screen, biochemical, absorbance, uHTS; Dual specificity protein phosphatase 3 (Homo sapiens), P51452; recombinant VHR phosphatase, pNPP absorbance; inhibition, % at 13.3 µM; hit rate 0.52% among 290,000; AID 1654, 2009; in the data active = inhibition above about 50%; also: some compounds called inactive have numbers as strong as hits
Target sequence (P51452 whole entry, looked up): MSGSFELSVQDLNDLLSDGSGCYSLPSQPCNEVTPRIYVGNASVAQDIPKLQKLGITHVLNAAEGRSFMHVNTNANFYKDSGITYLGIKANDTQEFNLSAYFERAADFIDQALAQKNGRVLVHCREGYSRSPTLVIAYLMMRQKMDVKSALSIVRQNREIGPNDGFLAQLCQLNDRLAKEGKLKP
Rv3671c inh – Rv3671c serine protease inhibitors, primary screen, biochemical, fluorescence polarization, M. tuberculosis H37Rv. P9WHR9. inhibition, % at 5.96 µM. hit rate 0.048% among 320,000. AID 2606, 2010; in the data active = inhibition above about 38%;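 also: extracellular domain of Rv3671c used as enzyme; 0% = enzyme with DMSO and 100% = no enzyme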
CCHFV vOTU inh – CCHFV vOTU protease inhibitors, primary screen, biochemical, Pep-AMC substrate, fluorescence; hit rate 0.55% among 370,000; inhibition, % at 11.5 µM; in the data active = inhibition above about 30%; also: 0% = vehicle wells with enzyme and 100% = no enzyme wells
PrPC TRFRET – inhibitors of human cell surface prion protein PrPC, primary screen, cell-based, TR-FRET. inhibition, % at 13.8 µM. hit rate 0.43% among 370,000. TR-FRET read-out. Major prion protein (Homo sapiens), P04156; in the data active = inhibition above about 24%; also: 0% = median of the test wells and 100% = reference compound wells
MazEF act – activators of E. coli MazEF toxin-antitoxin RNase, primary screen, biochemical, fluorescence, uHTS; FAM/BHQ RNA-DNA oligo cleavage fluorescence, 5 h; activation, % at 20 µM; hit rate 0.32% among 350,000; AID 504720, 2011; in the data active = activation above about 50%
Target sequence (P0AE70 whole entry, looked up): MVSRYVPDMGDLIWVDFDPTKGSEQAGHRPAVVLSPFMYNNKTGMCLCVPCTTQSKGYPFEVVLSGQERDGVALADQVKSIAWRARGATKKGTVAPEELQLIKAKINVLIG
Anthrax LF inh2 – Bacillus anthracis LF protease inhibitors, primary screen, biochemical, multiplex microsphere, MLPCN library | multiplex microsphere protease cleavage assay | inhibition, % at 10 µM | hit rate 0.12% among 360,000; also: plate controls were buffer without enzyme for full effect and enzyme alone for no effect
Target sequence (P15917 whole entry, looked up): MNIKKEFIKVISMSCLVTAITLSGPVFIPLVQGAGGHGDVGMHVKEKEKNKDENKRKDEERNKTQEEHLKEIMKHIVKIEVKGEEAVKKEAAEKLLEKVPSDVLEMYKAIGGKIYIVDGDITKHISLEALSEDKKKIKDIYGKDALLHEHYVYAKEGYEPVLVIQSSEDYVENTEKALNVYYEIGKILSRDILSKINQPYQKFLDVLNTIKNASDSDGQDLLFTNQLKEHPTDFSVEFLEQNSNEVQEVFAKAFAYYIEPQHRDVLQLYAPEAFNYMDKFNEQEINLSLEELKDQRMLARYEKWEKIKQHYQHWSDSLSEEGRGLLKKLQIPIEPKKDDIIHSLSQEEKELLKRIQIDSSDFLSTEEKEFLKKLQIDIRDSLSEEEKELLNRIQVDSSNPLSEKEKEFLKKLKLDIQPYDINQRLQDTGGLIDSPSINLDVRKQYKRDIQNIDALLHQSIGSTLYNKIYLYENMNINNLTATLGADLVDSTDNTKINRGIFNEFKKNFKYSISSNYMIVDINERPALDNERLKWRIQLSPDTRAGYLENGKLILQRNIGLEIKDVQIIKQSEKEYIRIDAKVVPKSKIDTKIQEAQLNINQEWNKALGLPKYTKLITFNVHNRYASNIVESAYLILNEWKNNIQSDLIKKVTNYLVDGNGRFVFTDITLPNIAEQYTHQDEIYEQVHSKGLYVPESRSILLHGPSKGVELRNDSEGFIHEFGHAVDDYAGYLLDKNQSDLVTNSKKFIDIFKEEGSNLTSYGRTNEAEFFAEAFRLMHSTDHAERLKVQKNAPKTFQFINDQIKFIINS
BoNT F protease – BoNT/F light chain protease inhibitors, primary screen, biochemical, flow cytometry, MLPCN library | inhibition, % at 10 µM | Botulinum neurotoxin type F light chain protease (Clostridium botulinum) | Multiplex microsphere protease cleavage assay | AID 588497, 2011 | hit rate 0.22% among 360,000; in the data active = inhibition above about 35%, passing the limit was not always enough; inconclusive = no clear call, values can overlap the other calls; also: plate controls were buffer without enzyme for full effect and enzyme alone for no effect
SSB-PriA inh – inhibitors of Klebsiella pneumoniae PriA binding to SSB C-terminal tail, primary screen, biochemical, AlphaScreen; inhibition, % at 33 µM; PriA–SSB C-terminal tail interaction (Klebsiella pneumoniae); AlphaScreen SSBct-PriA binding, biotinylated peptide; hit rate 0.6% among 430,000; AID 1272365, 2023; in the data active = inhibition mostly above about 37%, no sharp cut-off; inactive = mostly below about 20%;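 also: plate controls were negative control peptide for no effect and reference peptide for full effect; strong numbers were not always called active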
SARS 3CLpro inh – SARS-CoV 3CLpro protease inhibitors, primary screen, biochemical, quenched FRET. Replicase polyprotein 1ab (Severe acute respiratory syndrome coronavirus), P0C6X7. recombinant SARS-CoV 3CLpro, quenched FRET peptide cleavage. inhibition, % at 6 µM. hit rate 0.14% among 290,000. AID 1706, 2009; in the data active = inhibition above about 12%
Starred values were filed as active, the others as inactive; ? = inconclusive; / = not tested or not shown. Rule as the data show it, unless noted: active = inhibition above about 30%; inconclusive = no clear call, values can overlap the other calls; inactive = below that. These rows are one share of the data (hit frequency here may not be typical).

SMILES	BoNT A protease	DUSP3 inh	Rv3671c inh	CCHFV vOTU inh	PrPC TRFRET	MazEF act	Anthrax LF inh2	BoNT F protease	SSB-PriA inh	SARS 3CLpro inh
Cc1ccc(-c2nnn(CC(=O)N(c3ccc(F)cc3)C(C(=O)NC3CCCC3)c3ccncc3)n2)o1 (centres undefined)	-3.4	3	5	15	8	-43	3	-1	-4	6
CCNC(=O)C1(C)CCCN(C(=O)Cc2ccc(OC)c(OC)c2)C1 (centres undefined)	-0.1	/	/	6	5	/	2	1	/	/
Cc1ccc(CC(=O)N2CCN(C(=O)c3ccco3)CC2)cc1	0.1	14	5	8	-3	10	-3	-2	4	5
N#CCSc1nc2ccccc2c(=O)n1-c1ccccc1	1.1	15	3	-3	-4	-2	4	-8	-3	0
O=C(NCC1CC1)c1cccc2c(-c3ccc(F)c(F)c3)coc12	-0.4	/	/	6	-8	/	-5	-11	/	/
Cc1ccc(C2(c3noc(CN(C)CCCN4CCOCC4)n3)CCCC2)cc1	/	38	-6	-3	3	/	/	/	/	-3
O=C(NCc1ccco1)c1cc(S(=O)(=O)N2CCOCC2)ccc1Cl	-1.2	-10	-3	-7	7	4	8	1	-18	3
COc1ccc(Cl)cc1NC(=O)NCc1ccc2c(c1)OCO2	-1.7	18	-6	22	0	-2	5	0	-5	2
Cc1cc(N2CCCC2=O)cc(C)c1CN1C(=O)c2ccccc2C1=O	-0.1	18	-3	-2	-5	-1	-6	-5	-10	-3
Cc1cccc(-c2ccc3[nH]c4c(c3c2)CCN2C[C@@H]([C@H](C)OC(=O)Nc3ccccc3C)[C@@H](N(C)C(=O)Nc3ccccc3C)C[C@@H]42)c1	1.1	/	/	8	-11	-47	2	-8	/	/
CCn1cc(C(=O)N[C@@H](C)C(=O)NCCCO)c(=O)c2cc3c(cc21)OCO3	-1.1	10	/	-14	5	-1	-10	-17	-4	0
COc1cccc(-c2cccc(NC(=O)C3CCN(C4CCOCC4)CC3)c2)c1	-1.3	-10	1	1	-6	2	1	0	-7	7
CCOC(=O)CC(NC(=O)c1ccccc1F)c1ccc(C)cc1 (centres undefined)	0.0	20	0	-4	-10	0	-1	7	-7	-1
CCOP(=O)(OCC)C(O)c1cccc([N+](=O)[O-])c1 (centres undefined)	-1.2	19	8	3	-2	-19	0	-5	8	5
C=CCn1c(SCC(=O)N(CC)C2CCS(=O)(=O)C2)nc2scc(-c3ccccc3)c2c1=O (centres undefined)	-0.2	/	/	-4	-12	0	-6	6	1	/
CC1CCC(NC(=O)CNC(=O)Cc2cccc3ccccc23)CC1 (centres undefined)	-0.1	38	1	15	31*	4	2	-9	-12	-4
N#Cc1ccc(S(=O)(=O)NC[C@H]2O[C@@H](n3ccc(N)nc3=O)[C@H](O)[C@@H]2O)cc1	-0.2	/	/	0	0	2	-1	-6	/	/
Cn1nc(C(=O)NC2CCC(O)CC2)c2ccccc2c1=O (centres undefined)	-1.5	/	0	7	5	6	3	-7	-4	/
COc1ccc(CN2CCNC(=O)C2CC(=O)NCc2cnn(C)c2)cc1OC (centres undefined)	-0.1	25	-7	-9	0	-2	-1	-6	6	2
O=C(CCCOc1ccccc1)N1CCN(c2ccccn2)CC1	-0.3	-8	6	4	1	4	-3	-4	-13	3
O=C(Nc1ccccc1[N+](=O)[O-])C1COc2ccccc2O1 (centres undefined)	0.4	0	-7	16	-7	3	-12	-32	22	1
CC(C)Cc1nnc(NC(=O)CSc2nc(O)c(-c3ccccc3)c(=O)[nH]2)s1	-0.4	6	-8	5	4	-6	-6	2	-10	-1
O=C(OCc1ccc([N+](=O)[O-])cc1)C1CC(=O)N(c2ccccc2)C1 (centres undefined)	0.3	16	-8	-9	-2	5	-7	-10	-1	1
N#Cc1ccc(CN2CCN(C(=O)c3cn(Cc4ccccc4)nc3-c3cccnc3)CC2)cc1	0.6	/	2	18	-1	6	-2	-2	7	/
C/C(=N\NC(=O)C1(C)CC1(Br)Br)c1ccc(NC(=O)c2ccc(C)o2)cc1 (centres undefined)	-0.1	-15	-7	-14	-5	2	0	-5	/	6

A section of the results above, for reference:
SMILES	BoNT A protease	DUSP3 inh	Rv3671c inh	CCHFV vOTU inh	PrPC TRFRET	MazEF act	Anthrax LF inh2	BoNT F protease	SSB-PriA inh	SARS 3CLpro inh
O=C(Nc1ccccc1[N+](=O)[O-])C1COc2ccccc2O1 (centres undefined)	0.4	0	-7	16	-7	3	-12	-32	22	1
CC(C)Cc1nnc(NC(=O)CSc2nc(O)c(-c3ccccc3)c(=O)[nH]2)s1	-0.4	6	-8	5	4	-6	-6	2	-10	-1
O=C(OCc1ccc([N+](=O)[O-])cc1)C1CC(=O)N(c2ccccc2)C1 (centres undefined)	0.3	16	-8	-9	-2	5	-7	-10	-1	1
N#Cc1ccc(CN2CCN(C(=O)c3cn(Cc4ccccc4)nc3-c3cccnc3)CC2)cc1	0.6	/	2	18	-1	6	-2	-2	7	/
C/C(=N\NC(=O)C1(C)CC1(Br)Br)c1ccc(NC(=O)c2ccc(C)o2)cc1 (centres undefined)	-0.1	-15	-7	-14	-5	2	0	-5	/	6

The results go on:
SMILES	BoNT A protease	DUSP3 inh	Rv3671c inh	CCHFV vOTU inh	PrPC TRFRET	MazEF act	Anthrax LF inh2	BoNT F protease	SSB-PriA inh	SARS 3CLpro inh
O=C(CC1S/C(=N/N=C2CCCCCC2)NC1=O)Nc1ccc(Br)cc1F (centres undefined)	-2.6	-2	-1	-1	0	0	-2	-12	/	2
O=C(CSc1nnc(-c2ccccn2)n1Cc1ccco1)c1ccc(-c2ccccc2)cc1	?	32	-14	12	2	-5	?	-19	49*	3
CCC(Oc1cccc(Cl)c1)C(=O)N1CCCN(C)CC1 (centres undefined)	0.8	10	2	-3	3	3	2	4	-22	-3
CC1CCCC(C)N1/N=C/c1cc(Br)c(O)c(Br)c1 (centres undefined)	/	-1	8	1	0	/	/	/	/	2
CCCCc1c(O)nc(SCC(=O)c2ccccc2)n(-c2ccccc2)c1=O	/	-19	-3	10	7	6	/	/	-3	4
Cc1cc(OCC(=O)NCC(O)c2ccccc2)c2c(C)c(C)c(=O)oc2c1 (centres undefined)	0.9	-31	-8	13	3	13	2	7	3	-6
Cn1c(=O)c2[nH]c(Cc3ccsc3)nc2n(C)c1=O	-0.5	/	/	-13	4	-1	-5	-6	-10	/
CN(C)C(=O)CCc1ccc2c3c([nH]c2c1)[C@]1(C)[C@@H](C(=O)N2CCCCC2)C[C@H](CC(=O)NCCCn2ccnc2)C(=O)N1CC3	-0.4	/	/	-8	-4	4	-3	-4	-4	/
CN1OC[C@@H]2CN(C(=O)C(C)(C)C)[C@H](c3ccc(-n4ccnc4)cc3)C[C@@H]21	-0.6	/	/	0	3	/	-1	-17	/	/
COc1ccc(-n2c(=O)c3ccccc3n(CC(=O)NC3CCCC3)c2=O)c(OC)c1	4.0	-2	3	-3	3	2	-1	3	-8	0
CN1C(=O)NC(c2ccc(O)cc2)C2=C1CN(c1ccccc1)C2=O (centres undefined)	-0.8	8	10	-12	0	11	-4	-4	-15	3
CCOc1ccc(/C=C(\C#N)C(=O)Nc2ccccn2)cc1	?	-5	-5	12	4	-3	6	?	-17	-5
CCOc1ccc(N2C(=O)c3cccnc3C2Nc2ccc(OC)cc2)cc1 (centres undefined)	0.3	26	1	-7	5	1	-7	-13	15	5
O=C(COc1nsnc1N1CCOCC1)Nc1ccc([N+](=O)[O-])cc1	-1.0	-8	-2	9	-1	8	-2	1	-3	-7
COCOCCn1cc(CN2CCS(=O)(=O)N(Cc3ccc(-c4ccc(OC)c(OC)c4)cc3)C(C)C2=O)nn1 (centres undefined)	-0.2	/	/	-1	5	9	6	5	/	/
O=C(CCCCCn1c(=O)[nH]c2ccccc2c1=O)NCCCN1CCN(c2ccccc2F)CC1	1.1	-28	-5	9	15	0	-3	2	-4	2
CC(=O)c1nn(-c2cccc(Br)c2)cc1C(=O)c1ccc(Br)cc1	0.2	7	0	-3	4	-23	-1	0	-7	0
CC(C)(C)NC(=O)C(c1ccncc1)N(C(=O)Cn1nnc(-c2ccc(F)cc2)n1)c1cccc(F)c1 (centres undefined)	0.3	20	1	-2	-2	7	1	-2	1	4
O=C(COC(=O)CCc1ccccc1)NC(c1ccccc1)c1ccccc1	0.2	-7	-1	-5	2	-7	-5	-9	-1	5
C=CCN1C(=O)CSc2ccc(C(=O)NCCC3=CCCCC3)cc21	-0.4	12	-2	7	6	4	-8	1	-10	-3
C/C(=C\C(=O)c1ccc(C)o1)Nc1ccc2c(c1)OCO2	-1.7	0	9	0	-4	6	-12	-12	/	-1
O=c1c2cn[nH]c2nc(SCc2ccccc2F)n1-c1ccc(Br)cc1	0.3	-11	-16	-3	5	-1	1	-5	4	7
CCNC(=O)C1(C)CCN(C(=O)c2cc(F)ccc2C)C1 (centres undefined)	0.1	/	/	-18	10	/	-1	0	/	/
O=c1[nH]c(=S)n(C2CC2)c(O)c1/C=N/Nc1cccc2ccccc12	2.9	14	3	-18	-3	-6	2	2	/	4
CCOC(=O)/C(=C\c1ccc([N+](=O)[O-])cc1)C(=O)c1cc(C(C)=O)c(Nc2ccccc2)s1	-0.4	34	-7	1	-6	46	-9	2	-7	-9

More structures.
SMILES	BoNT A protease	DUSP3 inh	Rv3671c inh	CCHFV vOTU inh	PrPC TRFRET	MazEF act	Anthrax LF inh2	BoNT F protease	SSB-PriA inh	SARS 3CLpro inh
Cc1ccc(CN2C(=O)N/C(=C\c3ccc(-c4ccc(C(=O)O)cc4C)o3)C2=O)cc1	0.7	31	-1	-11	2	-9	-6	5	-4	-1
CCOc1cc(/C=C2/NC(=O)N(Cc3ccccc3F)C2=O)ccc1O	-0.5	22	22	16	-21	-4	-2	-14	-11	-8
Fc1cccc(Cl)c1CSc1nnc(-c2ccncc2)o1	-1.8	16	0	13	-25	4	-3	-1	-2	-2
CCCSc1nnc2[nH]c(=O)cc(N)n12	-0.4	-3	-5	7	-7	5	-1	-8	-12	-7
CC(=O)N1CCN(Cc2cc(=O)oc3ccccc23)CC1	-0.1	/	/	-8	0	/	4	0	/	/
CCS(=O)(=O)c1ccc2oc(SCC(=O)NC(C)C3CC4CCC3C4)nc2c1 (centres undefined)	1.0	36	-6	2	1	6	5	5	-26	1
Cc1[nH]nc2c1[C@@H](c1ccccc1[N+](=O)[O-])C(C#N)=C(N)O2	-0.7	10	-2	-5	11	-6	-19	2	8	-4
COc1ccc(CCNc2oc(Cc3ccccc3)nc2C#N)cc1OC	-0.2	0	5	4	6	-3	0	-1	15	1
OC[C@@H]1CN(Cc2cccs2)C[C@H](n2cnc3c(NC4CCCC4)ncnc32)O1	-0.3	/	/	4	9	/	-3	3	/	/
O=C1OC(Cc2ccccc2)(c2ccccc2)c2ccccc21 (centres undefined)	0.2	/	/	-3	10	1	-11	6	/	/
COc1ccccc1N1C(=O)CC(N2CCN(c3ccc(Cl)cc3)CC2)C1=O (centres undefined)	1.5	11	0	-2	1	0	28	1	-10	-2
Cc1ccc(N/C=C/C(=O)c2ccc(C)cc2)cc1	0.8	21	5	4	-3	-2	0	4	-6	0
COCC(C)n1c(SCC(=O)c2cc(C)n(C)c2C)nc2ccccc2c1=O (centres undefined)	0.1	22	3	-8	5	0	4	7	6	7
c1cn2cc(CN3CCOCC3)nc2s1	0.8	5	12	-17	2	4	-4	0	-5	0
Cc1ccc(C(=O)N/C(=C/c2ccco2)C(=O)NCCCn2ccnc2)cc1	-0.7	-2	6	7	0	-12	3	-7	1	1

High-throughput results (PubChem)
